KDM5B inhibitor – KDM5B demethylase inhibition. Q9UGL1. KDM5B demethylase, FDH-coupled NADH fluorescence (FDH is formaldehyde dehydrogenase). Potency, µM (highest dose often 57.7 µM), for inactives: top-dose activity change, negative = inhibition, actives largely listed as inhibitors. actives 2.6% (n = 220,000); active = well fitted inhibition curve with a large enough effect; inconclusive = small, poorly fitted or top-dose-only effect; inactive = no such curve, though single readings can be large or run the other way; also: 0% is about no effect; nearly all actives have a fitted effect of over 70% in size
Target sequence (Q9UGL1 whole entry, looked up): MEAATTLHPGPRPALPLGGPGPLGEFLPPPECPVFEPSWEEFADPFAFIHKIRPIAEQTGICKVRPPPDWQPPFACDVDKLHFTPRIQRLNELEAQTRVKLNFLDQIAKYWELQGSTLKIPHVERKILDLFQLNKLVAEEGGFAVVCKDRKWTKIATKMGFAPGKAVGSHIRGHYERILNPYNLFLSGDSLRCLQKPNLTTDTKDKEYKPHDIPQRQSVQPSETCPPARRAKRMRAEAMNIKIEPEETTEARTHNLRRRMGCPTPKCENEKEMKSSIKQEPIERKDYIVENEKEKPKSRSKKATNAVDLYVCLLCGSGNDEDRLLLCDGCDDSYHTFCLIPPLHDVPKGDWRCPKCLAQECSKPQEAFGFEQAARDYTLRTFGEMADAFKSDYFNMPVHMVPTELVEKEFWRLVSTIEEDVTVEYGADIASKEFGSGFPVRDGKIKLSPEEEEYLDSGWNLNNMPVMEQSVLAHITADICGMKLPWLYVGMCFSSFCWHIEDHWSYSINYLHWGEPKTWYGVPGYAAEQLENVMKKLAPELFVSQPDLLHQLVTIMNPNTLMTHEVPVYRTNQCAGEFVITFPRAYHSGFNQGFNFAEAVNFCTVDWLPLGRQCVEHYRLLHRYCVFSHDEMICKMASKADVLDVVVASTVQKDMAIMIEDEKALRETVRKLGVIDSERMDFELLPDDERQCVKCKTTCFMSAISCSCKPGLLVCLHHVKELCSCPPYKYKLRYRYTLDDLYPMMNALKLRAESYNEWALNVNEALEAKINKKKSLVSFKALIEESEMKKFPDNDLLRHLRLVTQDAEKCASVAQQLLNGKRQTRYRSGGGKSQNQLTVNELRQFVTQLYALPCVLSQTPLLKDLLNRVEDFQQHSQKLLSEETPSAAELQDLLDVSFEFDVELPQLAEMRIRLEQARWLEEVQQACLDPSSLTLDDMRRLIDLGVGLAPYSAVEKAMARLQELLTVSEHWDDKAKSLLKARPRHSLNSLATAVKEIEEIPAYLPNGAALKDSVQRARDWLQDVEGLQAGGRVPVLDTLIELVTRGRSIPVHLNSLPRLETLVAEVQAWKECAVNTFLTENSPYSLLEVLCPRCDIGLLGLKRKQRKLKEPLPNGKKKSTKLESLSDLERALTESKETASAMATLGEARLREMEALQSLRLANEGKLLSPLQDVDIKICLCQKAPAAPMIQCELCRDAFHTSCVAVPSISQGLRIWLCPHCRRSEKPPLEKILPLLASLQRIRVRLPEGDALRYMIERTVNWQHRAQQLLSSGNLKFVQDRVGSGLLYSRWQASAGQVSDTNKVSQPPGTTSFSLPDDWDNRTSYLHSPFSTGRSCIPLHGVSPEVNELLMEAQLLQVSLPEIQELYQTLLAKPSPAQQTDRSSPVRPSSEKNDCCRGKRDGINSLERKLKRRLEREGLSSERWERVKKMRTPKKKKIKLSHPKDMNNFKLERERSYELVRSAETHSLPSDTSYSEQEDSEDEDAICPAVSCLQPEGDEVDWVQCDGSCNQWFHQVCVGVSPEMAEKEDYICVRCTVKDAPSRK
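qHTS format, multiple compound concentrations. Buffer 50 mM HEPES pH 7.5/0.01% Tween-20; 200 nM KDM5BΔAP final; 10 min compound preincubation; substrate-mix levels 12.5 µM peptide, 25 µM α-KG, 0.25 mM NAD⁺; 30 min RT; ΔRFU.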
* marks the source's active call; other numbers are inactive results; ? = inconclusive; [ ] = dose if it differs, or a comment. Potency is read from the fitted curve at half-maximal effect. An excerpt; count on the stated rates, not on these rows.

KDM5B inhibitor,Compound
13.4%,O=C(N[C@@H](C(=O)NCc1ccncc1)c1ccccc1)C(c1ccccc1)c1ccccc1
-6.0%,COC(=O)[C@]12C[C@H](CC(=O)NCCCN3CCCC3=O)C(=O)N(CCc3ccc(OC)c(OC)c3)C1=C[C@H](COCc1ccccc1)O[C@@H]2C
-9.0%,CCC(=O)N1CCc2cc(S(=O)(=O)NCCC(=O)Nc3ccc(C)cc3)ccc21
-13.2%,O=C(NC1CCCC1)C1CCc2nc(N3CCN(C(=O)C4CCC4)CC3)sc2C1 (centres undefined)
-24.5%,COc1ccc(OC)c2sc(N(Cc3cccnc3)C(=O)c3ccc(C(C)=O)cc3)nc12
-14.7%,COc1ccc(NS(=O)(=O)c2ccc(OCC(=O)NCc3ccc4c(c3)OCO4)c(C)c2)cc1
44.7%[activator],O=C(c1cc(COc2cccc(F)c2)[nH]n1)N1CCC(N2CCSCC2)CC1
14.7%,CCCCCNC(=O)c1ccc(Nc2ccc(-c3cccc(C)c3)nn2)cc1
?,N#Cc1ccc(S(=O)(=O)NC2CCN(Cc3ccccc3)CC2)cc1
11.4%,CCn1nc(C(=O)Nc2nc(C)c(C(C)=O)s2)c2ccccc2c1=O
?,Cc1ccc(C(CNC(=O)c2cc3ccccc3oc2=O)N(C)C)o1 (centres undefined)
154.4%[activator],Cc1c(CC(=O)NCC(=O)O)c(=O)oc2cc3occ(-c4ccccc4)c3cc12
0.0%,C=CCNC(=O)C(NC(=O)c1cccc(OC)c1)C1CCN(C(=O)C2CCCC2)CC1 (centres undefined)
0.5%,Cc1cccc(NC(=O)Cn2c(-c3ccc(F)cc3)nc(C)c(CCO)c2=O)c1C
15.5%,O=C(c1cc[n+]([O-])cc1)N1CCC2(CCCN(Cc3cccc(F)c3F)C2)C1 (centres undefined)
-14.6%,O=c1c2ccccc2nc(-c2ccccc2)n1CCN1CCOCC1
0.0%[86.2 µM],CC1=C[C@@H](CNS(C)(=O)=O)[C@H](C(C)C)C[C@H]1Cc1nc2ccccc2n1C
-20.6%,COc1ccc2c(c1)c(C(C(=O)O)N1CCC(Cc3ccccc3)CC1)cn2CC(=O)O (centres undefined)
-15.2%,COc1ccc(-n2nc(C)c([C@H]3C=C[C@@H](OC(=O)Nc4ccc(Br)cc4)C3)c2C)cc1
?,O=C1CC(c2ccccc2)N(C(=O)C2CC2)CCCN(C(=O)c2cc3ccccc3[nH]2)CCN1 (centres undefined)
?,CCC1=C(C(=O)OC)C(c2ccccc2OC)N2C(CC(=O)N3CCCCC3C)=CSC2=N1 (centres undefined)
-6.0%,CCc1ccc(S(=O)(=O)NCCc2cn3ccsc3n2)cc1
?,Cc1ccc(Cn2c(CN3CCC(C(=O)NCc4ccccc4C)CC3)cc3ccccc32)cc1
-11.0%,O=C(NCCc1cnn(-c2ccccc2)c1)C1NCCc2[nH]cnc21 (centres undefined)
-3.4%,C/C(=N\NC(=O)c1cccc([N+](=O)[O-])c1)c1ccco1

Entries shown so far that contain fluorine, in the order listed:
KDM5B inhibitor,Compound
44.7%[activator],O=C(c1cc(COc2cccc(F)c2)[nH]n1)N1CCC(N2CCSCC2)CC1
0.5%,Cc1cccc(NC(=O)Cn2c(-c3ccc(F)cc3)nc(C)c(CCO)c2=O)c1C
15.5%,O=C(c1cc[n+]([O-])cc1)N1CCC2(CCCN(Cc3cccc(F)c3F)C2)C1 (centres undefined)

The list goes on:
KDM5B inhibitor,Compound
-6.8%,CCOc1ccccc1NC(=O)CN1C(=O)NC2(CCCCC2)C1=O
15.4%,COc1ccc2nc(SCC(=O)N(C3CCCC3)C3CCS(=O)(=O)C3)[nH]c2c1 (centres undefined)
72.0%[activator],COCc1cc(C)n(CC(=O)Nc2cc(Cl)ccc2Cl)c(=O)c1C#N
-12.6%,CCc1cccc(C)c1NC(=O)CCCn1nc(C)c2sc3ccccc3c2c1=O
-7.1%[86.2 µM],C#CCN(C)CC[C@@H]1CC[C@H](O)[C@@H](C(=O)NC2CCCCC2)O1
9.6%,Cc1nc2ccncc2nc1C
5.9%,CSc1ccccc1C(=O)NC(C)c1ccc(-n2ccnc2)cc1 (centres undefined)
23.6%,Cc1ccc(S(=O)(=O)NCCO)cc1
11.9%,CCN(CCS(=O)(=O)c1ccc(Cl)cc1)C(=O)Nc1ccc(Cl)cc1
9.0%,Cc1cccc(N2CCN(C(=O)Cn3ncc4c5ccccc5n(C)c4c3=O)CC2)c1C
-20.8%,Cc1cc(N2CCCC2)nc(Nc2ccc(NS(=O)(=O)c3ccc(Br)cc3)cc2)n1
-8.4%,CCC1CSC(Nc2ccc(C)cc2)=N1 (centres undefined)
-7.9%,CNC(=O)c1ccc(OCc2coc(-c3ccc(F)cc3)n2)cc1
?,Cc1ccc(S(=O)(=O)CC(=O)c2ccc(Cl)c(Cl)c2)cc1
?,N#Cc1ccnc(N2CCN(C(=O)Nc3ccccc3F)CC2)c1
20.9%,CCOC(=O)COc1ccc2c(=O)c(Oc3ccc(C(=O)OC)cc3)c(C)oc2c1
24.6%,NC(N)=N/N=C/c1ccc(Cl)cc1Cl
9.6%,C=C(C)c1cccc(C(C)(C)NC(=O)NCCc2ccccc2)c1
-5.6%,Clc1ccc(-n2nnnc2-c2cnc3ccccc3c2-c2ccccc2)cc1
-25.4%,c1ccc(Oc2cc(CNc3ncccn3)ccn2)cc1
1.2%,C=CCNC(=O)CCc1c(C)nn(-c2ccccc2C)c1Oc1ccccc1
?,COc1ccc(CN(C(=O)c2snc(C(N)=O)c2N)C(C)C(=O)NCc2ccc(F)cc2)cc1 (centres undefined)
-8.7%,O=C(CCc1ncc(-c2ccc(F)cc2)o1)NCCc1ccc(F)cc1
-2.4%,O=C(COC(=O)c1ccc(=O)n(Cc2ccccc2)n1)NCC(F)(F)F
-23.8%,COc1ccc(-c2nc3sc(CCNC(=O)c4cccc(C(F)(F)F)c4)c(C)n3n2)cc1

Grouped by structure: those above with a COOH group (2)
KDM5B inhibitor,Compound
154.4%[activator],Cc1c(CC(=O)NCC(=O)O)c(=O)oc2cc3occ(-c4ccccc4)c3cc12
-20.6%,COc1ccc2c(c1)c(C(C(=O)O)N1CCC(Cc3ccccc3)CC1)cn2CC(=O)O (centres undefined)

(more compounds)
KDM5B inhibitor,Compound
28.2µM*,COc1cccc(CNC(=O)N2CCCC3(C2)Nc2cccnc2NC3=NC2CCCC2)c1 (centres undefined)
-33.1%,CCN1CCCN(S(=O)(=O)c2cnn(CC)c2)CC12CCOCC2
-11.0%,O=C(O)C(NCc1ccco1)c1c[nH]c2ccccc12 (centres undefined)
-6.0%,COc1ccccc1NC(=O)N(C)CCc1noc(C(=O)NCc2ccccc2)n1
-13.1%,COc1ccc(C2=NOC3(CCN([S+](=O)([O-])c4c(C)noc4C)C3)C2)cc1 (centres undefined)
?,Cc1cc2c(cc1S(=O)(=O)Nc1ccc(C(C)C)cc1)OCCN2C
25.5%,CCC(NC(=O)CCc1nnc(-c2cc(C)on2)o1)C12CC3CC(CC(C3)C1)C2 (centres undefined)
-4.6%,CCc1ccc(NC(=O)C2CCN(c3nc(-c4ccc(OC)cc4)no3)CC2)cc1
-10.2%,CSc1nccc(-c2ccc(C)c(C)c2)n1
2.9%,CN(C)C(=O)CCS(=O)(=O)Cc1coc(-c2cccc(F)c2)n1
27.4%,Cc1ccccc1C(=O)NC1CCC(C(F)(F)F)CC1 (centres undefined)
?,O=C(NC1CCN(c2cc(-c3ccc(F)cc3)[nH]n2)C1)c1cccc(F)c1 (centres undefined)
-2.5%,O=C(CCc1ncc(-c2ccccc2F)o1)Nc1ccc(Cl)cc1
7.5%,Cc1c(-c2ccccc2)oc2c(C(=O)OCC(=O)Nc3ccc(C(N)=O)cc3)cccc2c1=O
15.0%,CC(C)(C)C(=O)c1cn(CCOc2ccc(F)cc2)c2ccccc12
-12.5%,O=C(Cn1ccc2c(Cl)cccc21)NCc1ccccc1
11.5%,CC(C)c1ccc(C(N)=O)cc1
?,COc1ccc2c(CNCCc3ccc(SC)cc3)c(C(=O)O)n(Cc3ccc(F)cc3)c2c1
?,CC(Oc1ccccc1Cl)C(=O)Nc1ccc(S(=O)(=O)N2CCN(C)CC2)cc1 (centres undefined)
-4.0%,COc1ccc(C2(C(=O)N3CCCC(Cc4nc(C5CCOCC5)no4)C3)CC2)cc1 (centres undefined)
-2.9%,CCCC1c2nccn2CCCN1C(=O)c1noc(C)c1COC (centres undefined)
-19.6%,Cc1cc(=O)oc2cc(OC(C)C(=O)NCc3cccnc3)c(Cl)cc12 (centres undefined)
10.8%,Cc1ccc(C)c(C(=O)COC(=O)CCSc2ccc(Cl)cc2)c1
11.8%,Cc1nc(C2CC2)ncc1C(=O)N1CCC2(CC1)OCCCC2O (centres undefined)
-14.2%,Cc1nc(-c2ccccc2)n(CC(=O)Nc2ccc(Cl)cc2)c(=O)c1CCO

The list goes on, overlapping the part above by 3 compounds.
KDM5B inhibitor,Compound
10.8%,Cc1ccc(C)c(C(=O)COC(=O)CCSc2ccc(Cl)cc2)c1
11.8%,Cc1nc(C2CC2)ncc1C(=O)N1CCC2(CC1)OCCCC2O (centres undefined)
-14.2%,Cc1nc(-c2ccccc2)n(CC(=O)Nc2ccc(Cl)cc2)c(=O)c1CCO
-2.0%,CCn1c(SC(C)c2nnc(-c3ccccc3)o2)nc2ccccc2c1=O (centres undefined)
?,CC(C)c1nc2ccccc2n1CCNC(=O)Cn1nc2c(cc1=O)CCCCC2
-9.4%,COc1ccc(C(=O)Nc2nc3ccc(S(=O)(=O)N4CCCC4)cc3s2)cc1
-19.8%,COCCn1nc2n(c1=O)CCN(C(=O)c1cc(F)ccc1F)CC2
7.5%,COCC1CCN(C(=O)c2ccc(C)cc2F)C1 (centres undefined)
16.7%,COc1ccc2c(ccn2CCC(=O)NCc2ccccc2OC)c1
?,CCc1noc(-c2ccn3c(CNC(=O)COc4cccc(C)c4)nnc3c2)n1
5.9%,COCCN1C(=O)C(=O)/C(=C(/O)c2ccc(OC)c(C)c2)C1c1ccc(Cl)c(Cl)c1 (centres undefined)
-4.0%,CNC(=O)[C@@H]1C[C@@H](O)CN1C1CCN(C(=O)c2ccc(Cc3c(C)noc3C)o2)CC1
18.3%,CCNC(=S)N/N=C(/C)c1cc(Cl)ccc1Cl
-10.9%,COc1cncc([C@@H](NC(=O)CCc2c(C)noc2C)C2CC(O)C2)c1 (some centres undefined)
12.1%,O=C(CCCN1C(=O)C(c2ccccc2)Oc2cccnc21)Nc1ccc(Br)cc1F (centres undefined)
-29.2%,CN(CC[C@H]1CN(C(=O)c2ccc(C(F)(F)F)cc2)CC[C@H]1CC(=O)O)c1ccccc1
4.9%,COc1ccc(C(=O)N[C@H]2CC[C@]3(C)CCC([C@H](C)C(=O)NCc4ccccc4OC)[C@H](O)[C@H]3[C@@H]2C)cc1 (some centres undefined)
?,O=C(O)C[C@@H]1CCN(C(=O)C2CCC2)C[C@@H]1CCN1CCN(c2ccccn2)CC1
1.4%,Cc1ccc(C)c(S(=O)(=O)Nc2ccc3oc(C)c(C(=O)O)c3c2)c1
-4.6%,CS(=O)(=O)c1ccc(NCCc2ccc(S(N)(=O)=O)cc2)c([N+](=O)[O-])c1
19.0%,COc1cccc(-n2c(N)cc(=O)nc2SCC(=O)N2CCN(c3ccccc3)CC2)c1
31.6µM*,COc1cc(-c2nc(-c3c(C)noc3C)cc3c2cc(C)n3CCN(C)C)ccn1
?,COc1ccc(CNC(=O)CC[C@@H]2CNC(=O)[C@@H]3C[C@H](NCc4ccccn4)CN23)cc1
23.3%,COc1ccc(CC(=O)N2CCC(c3n[nH]c(=O)n3-c3ccc(C)cc3)CC2)cc1
?,CC(=O)N1CCCN(c2ccc(-c3nc(-c4ccccc4F)no3)cn2)CC1
-3.5%,Cc1cc(C(=O)N2CCCC(N3CCN(c4cccc(C(F)(F)F)c4)CC3)C2)n[nH]1 (centres undefined)
3.9%,CCC(=O)N(C1CCOCC1)C1CCN(Cc2cccnc2)CC1
?,CCN(CC)c1ncnc2c1sc1nc(-c3ccco3)c3c(c12)CC(C)(C)OC3
-11.4%,Cc1oc(-c2cccc(Cl)c2)nc1CN1CCC(C(=O)NCCCN2CCN(c3ccccc3F)CC2)CC1
20.2%,CCOC(=O)NC(C)c1ccncc1 (centres undefined)
22.1%,Cc1ccc(C(CC(=O)N2CCCCC2)c2ccccc2)c(O)c1C (centres undefined)
?,Cc1cc(C)cc(Oc2nc3c(c(=O)n(C)c(=O)n3C)n2Cc2ccc(F)cc2)c1
-18.4%,CCOc1ccccc1CNS(=O)(=O)c1csc(C(N)=O)c1
?,CC(C)(C)c1cc(C[C@@H]2C[C@H](NCc3ccccn3)C2(C)C)no1
?,CN1CC(=O)N(C2CCCNC2)Cc2c(NCc3ccc4c(c3)OCO4)ncnc21 (centres undefined)
-1.8%,Cc1cc(NS(=O)(=O)c2ccc(NC(=O)COc3ccc(Cl)cc3)cc2)nc(C)n1
-27.5%,CC(C)C(=O)Nc1c(-c2cccc3ccccc23)c(=O)c2ccccc2n1C
14.0%,O=C(N[C@@H]1CN(C(=O)NC2CCCCC2)CCC[C@H]1O)c1ccc(OCc2ccccc2)cc1
28.6%[86.2 µM],Cc1cccc([C@H]2C[C@@H](O)[C@@H](O)[C@@H]2NS(=O)(=O)c2ccccc2)c1
13.6%,CN(C(=O)CSc1nnnn1-c1ccccc1)c1ccccc1C(=O)NCc1ccco1
28.2µM*,Cn1ccc(C(=O)N[C@@H]2COCC[C@@H]2OCc2cscn2)cc1=O
?,CCOc1ccc(-c2nonc2NC(=O)COc2c(C)cc(C)cc2C)cc1OCC
-7.7%,NC(=O)CN1CCN(S(=O)(=O)c2ccc(Cl)cc2F)CC1
-0.3%,CC(=O)NC(Cc1c[nH]c2ccccc12)C(=O)N1CCN(S(=O)(=O)c2ccc(F)cc2)CC1 (centres undefined)

Screening results as filed in PubChem BioAssay.
